Screening results deposited in PubChem by Broad Institute.
DENV2 CPE rescue – inhibitors of DENV2 cytopathic effect, primary screen, cell-based, plate reader, single concentration; CPE inhibition, % at 9.99 µM; hit rate 1.7% among 350,000; DENV2-infected cells, cytopathic effect rescue; AID 651640, 2012; in the data active = CPE inhibition above about 20%, passing the limit was not always enough; inconclusive = no clear call, values can overlap the other calls; tested in BHK-21 cells;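 also: 0% = median of neutral control wells and 100% = median of positive control wells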
SIRT5 block – SIRT5 desuccinylase inhibitors, primary screen, biochemical, fluorescence imaging, single point, set 5; AID 652115, 2013; inhibition, % at 15 µM; Purified SirT5, succinyl-peptide AMC, trypsin-coupled fluorescence; NAD-dependent protein deacylase sirtuin-5, mitochondrial (Homo sapiens), Q9NXA8; hit rate 1.1% among 330,000; in the data active = inhibition above about 15%; inconclusive = no clear call, values can overlap the other calls
Target sequence (Q9NXA8 whole entry, looked up): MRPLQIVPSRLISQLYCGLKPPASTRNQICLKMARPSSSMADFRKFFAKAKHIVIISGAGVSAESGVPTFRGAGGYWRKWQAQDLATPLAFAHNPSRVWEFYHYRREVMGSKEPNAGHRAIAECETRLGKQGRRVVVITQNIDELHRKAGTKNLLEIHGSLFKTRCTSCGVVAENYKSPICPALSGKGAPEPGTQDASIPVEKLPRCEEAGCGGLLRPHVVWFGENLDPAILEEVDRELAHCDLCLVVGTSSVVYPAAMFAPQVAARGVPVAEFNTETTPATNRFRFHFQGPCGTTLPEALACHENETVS
PAX8 reporter – inhibitors of PAX8-driven TPO luciferase reporter, primary screen, RMG-I cells, single concentration | inhibition, % at 12.6 µM | SteadyGlo, 24 h | hit rate 1.2% among 360,000;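 active = mean replicate inhibition at least 60% with every replicate also reaching 60%; inconclusive = only one of the two criteria is met; inactive = mean below 60% and not all replicates reaching 60%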;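 also: luciferase light reporting Pax8 driven TPO promoter activity; plate controls were median of neutral control wells for no effect and mitoxantrone controls for full effect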
CASP6 VEID inh – human caspase-6 inhibitors, primary screen, biochemical, VEID-R110 fluorescence, single point, set 2; P55212; purified caspase-6, Z-VEID-R110 cleavage fluorescence; inhibition, % at 12.5 µM; hit rate 0.53% among 350,000;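 active = mean inhibition across replicates at least about 35%, with every replicate also reaching that limit, limit read from the data; inconclusive = only one of the two criteria met; inactive = neither criterion met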;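 also: 0% = median of neutral control wells and 100% = no fluorescence left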
Target sequence (P55212 24-179 limits assumed): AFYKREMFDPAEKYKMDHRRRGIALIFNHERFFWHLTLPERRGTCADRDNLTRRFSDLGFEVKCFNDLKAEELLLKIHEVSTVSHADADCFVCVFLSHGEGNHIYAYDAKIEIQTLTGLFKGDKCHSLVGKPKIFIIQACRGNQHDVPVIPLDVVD
Target sequence (P55212 194-293 limits assumed): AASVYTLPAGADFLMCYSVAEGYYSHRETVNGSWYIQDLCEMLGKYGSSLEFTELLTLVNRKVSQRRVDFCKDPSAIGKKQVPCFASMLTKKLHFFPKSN
ARNT-TACC3 inh – disruptors of ARNT/TACC3 protein interaction, primary screen, biochemical, AlphaScreen, single concentration | Transforming acidic coiled-coil-containing protein 3 (Homo sapiens), Q9Y6A5 | AlphaScreen His-ARNT PAS-B/GST-TACC3 binding, luminescence; TACC3 fragment carries E629A point mutation | inhibition, % at 9.99 µM | hit rate 0.66% among 390,000;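 active = mean inhibition of replicates at least 50% and at least half of replicates each reaching 50%; inconclusive = half or more replicates reach 50% but mean below 50%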;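 also: 0% = complete ARNT plus TACC3 wells and 100% = ARNT alone without TACC3; many hits fall short of the cut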
LGR2 antag – inhibitors of bursicon-induced LGR2 CRE-luciferase signal, primary screen, cell-based, HEK293, CRE-luciferase reporter, bursicon stimulation; Drosophila bursicon receptor LGR2 (rickets); bursicon-stimulated, 4 h; inhibition, % at 9.99 µM; hit rate 0.35% among 380,000; AID 720647, 2013;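 active = drop in luminescence signal, shown as inhibition above about 50% in the replicate tests, limit read from the data, passing the limit was not always enough; inconclusive = probably only some replicates passing the limit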;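 also: agonist challenge used bursicon conditioned medium at about half maximal strength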
EWS-Fli inh – EWS/Fli-driven NR0B1 reporter inhibitors, primary screen, A673 cells, NR0B1 luciferase, luminescence, MLPCN library; viability-normalised; hit rate 0.67% among 350,000; inhibition, % at 12.6 µM;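 active = mean inhibition of at least 50% after viability correction, with every replicate also passing that limit; inconclusive = mean reaches 50% but only one of two replicates passes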;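 also: firefly luciferase signal divided by Alamar Blue viability fluorescence both relative to DMSO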
* hit, by the source's call; ? = inconclusive; . = not tested or not shown.

Preview (4 entries):
SMILES | DENV2 CPE rescue | SIRT5 block | PAX8 reporter | CASP6 VEID inh | ARNT-TACC3 inh | LGR2 antag | EWS-Fli inh
C[C@H](CO)N1C[C@H](C)[C@@H](CN(C)CC2CCCCC2)Oc2ccc(NC(=O)Cc3ccccc3)cc2C1=O | -3 | 11 | -3 | 3 | -4 | 19 | 6
Cc1[nH]c2ccccc2c1CC(=O)Nc1ccc(N(C)c2cccnc2)c(-c2ccc(F)c(F)c2)c1 | 84* | . | 28 | 0 | . | 9 | 10
CCCNC(=O)N1CC2(CCN(Cc3cccnc3)CC2)c2c(n(C)c3cc(OC)ccc23)[C@H]1CO | 4 | 8 | . | 2 | . | -16 | -2
CCS(=O)(=O)N[C@H]1C=C[C@@H](CC(=O)NCc2ccc(Cl)cc2)O[C@H]1CO | -2 | . | 1 | 2 | 2 | 0 | 0

All compounds of this part, from the first entry:
SMILES | DENV2 CPE rescue | SIRT5 block | PAX8 reporter | CASP6 VEID inh | ARNT-TACC3 inh | LGR2 antag | EWS-Fli inh
C[C@H](CO)N1C[C@H](C)[C@@H](CN(C)CC2CCCCC2)Oc2ccc(NC(=O)Cc3ccccc3)cc2C1=O | -3 | 11 | -3 | 3 | -4 | 19 | 6
Cc1[nH]c2ccccc2c1CC(=O)Nc1ccc(N(C)c2cccnc2)c(-c2ccc(F)c(F)c2)c1 | 84* | . | 28 | 0 | . | 9 | 10
CCCNC(=O)N1CC2(CCN(Cc3cccnc3)CC2)c2c(n(C)c3cc(OC)ccc23)[C@H]1CO | 4 | 8 | . | 2 | . | -16 | -2
CCS(=O)(=O)N[C@H]1C=C[C@@H](CC(=O)NCc2ccc(Cl)cc2)O[C@H]1CO | -2 | . | 1 | 2 | 2 | 0 | 0
Cc1cccc(NC(=O)CN2C(=S)NC(C)(C)CC2C)c1C (centres undefined) | . | . | 11 | . | -6 | 12 | .
C[C@@H]1CN([C@H](C)CO)S(=O)(=O)c2ccc(-c3cccnc3)cc2O[C@@H]1CN(C)C(=O)NC1CCCC1 | 9 | -2 | -11 | 1 | 0 | -2 | -6
C[C@@H]1CCCCO[C@@H](CN(C)C(=O)CCC(F)(F)F)[C@@H](C)CN([C@@H](C)CO)C(=O)c2cc(NC(=O)Cc3ccccc3)ccc2O1 | 16 | 3 | 1 | -1 | -3 | 17 | -3
CO[C@@H]1CN(C)C(=O)c2ccc(NS(=O)(=O)c3cn(C)cn3)cc2OC[C@H](C)N(CC2CC2)C[C@@H]1C | 0 | 3 | -16 | -8 | -15 | -9 | 3
COc1cccc(S(=O)(=O)NCC(=O)N2CCCC2)c1 | -2 | 0 | 16 | 0 | -7 | 12 | 5
O=C1NC(Cc2ccccc2)C(=O)N1Cc1cc([N+](=O)[O-])cc2c1OCOC2 (centres undefined) | 6 | 2 | -3 | 3 | -4 | 27 | -12
CCCC(=O)N(Cc1cc2cc(OC)ccc2[nH]c1=O)c1ccc(OC)cc1 | -10 | -4 | 21 | 2 | . | 12 | 4
O=C1Nc2ccc([N+](=O)[O-])cc2OC1CCN1CCN(Cc2ccccc2)CC1 (centres undefined) | -1 | 1 | -19 | 0 | -16 | -7 | 1
COc1ccc2c(c1)C(=O)N(CCc1ccc(S(=O)(=O)NC(=O)NC3CCCCC3)cc1)C(=O)C2(C)C | ? | -1 | -4 | 2 | 2 | -9 | .
Cc1ccc(S(=O)(=O)NC(CC(=O)OCc2ccccc2)C(=O)OCc2ccccc2)cc1 (centres undefined) | -5 | -1 | -4 | -1 | . | 13 | 7
CCC(c1nc2ccccc2[nH]1)n1c(=O)c(-c2ccccc2)nc2ccccc21 (centres undefined) | -5 | . | 10 | -8 | . | -10 | -11
CC(C)(C)C1CCC(CN2CCC(CN3C(=O)C(=O)NC[C@@H]3Cc3ccccc3)CC2)CC1 (some centres undefined) | 18 | -10 | 12 | -2 | 2 | 1 | 5
CC(=O)Nc1ccccc1NC(=O)C/C(C)=N/NC(=O)c1ccncc1 | -2 | -1 | 8 | 2 | . | -21 | 6
Cc1nn(C)cc1CN(C)C(=O)CCc1nnc(CCC2CCCCC2)o1 | 7 | 0 | -86 | -4 | -10 | -24 | -31
Cc1cc(=O)cc(C)n1-c1ccc(O)cc1 | -4 | -1 | -6 | 8 | -1 | . | 2
CN1CCN(S(=O)(=O)c2ccc(NC(=O)c3csc4ccccc34)cc2)CC1 | -4 | 0 | . | -1 | 19 | -30 | -15
C[C@@H]1CN([C@H](C)CO)C(=O)Cc2cc(NS(=O)(=O)c3cn(C)cn3)ccc2O[C@H]1CN(C)Cc1ccc(C(=O)Nc2ccccc2N)cc1 | -2 | 8 | -2 | -1 | . | 2 | 6
CCOC(=O)N=Nc1c2ccccc2c2nc3no[nH]c3nc12 | -2 | 0 | 87* | 25 | 14 | 101* | 54*
CNc1ccc(-c2cccc(C#N)c2)cn1 | 8 | . | -46 | -2 | . | -4 | -39
O=S(=O)(c1ccccc1)c1nnn2c1nc(NC1CCN(Cc3ccccc3)CC1)c1ccccc12 | 0 | 4 | 8 | -4 | -16 | 0 | 15
Cc1nn(-c2ccccc2)c(Cl)c1CN(C(=O)CCl)c1ccc(Cl)cc1 | -4 | . | 100* | 17 | -7 | 0 | .

Looked up above:
Cc1nn(C)cc1CN(C)C(=O)CCc1nnc(CCC2CCCCC2)o1 in DENV2 CPE rescue → 7
C[C@@H]1CN([C@H](C)CO)S(=O)(=O)c2ccc(-c3cccnc3)cc2O[C@@H]1CN(C)C(=O)NC1CCCC1 in DENV2 CPE rescue → 9
CC(C)(C)C1CCC(CN2CCC(CN3C(=O)C(=O)NC[C@@H]3Cc3ccccc3)CC2)CC1 (some centres undefined) in PAX8 reporter → 12
O=C1Nc2ccc([N+](=O)[O-])cc2OC1CCN1CCN(Cc2ccccc2)CC1 (centres undefined) in EWS-Fli inh → 1
Cc1ccc(S(=O)(=O)NC(CC(=O)OCc2ccccc2)C(=O)OCc2ccccc2)cc1 (centres undefined) in PAX8 reporter → -4
O=C1NC(Cc2ccccc2)C(=O)N1Cc1cc([N+](=O)[O-])cc2c1OCOC2 (centres undefined) in EWS-Fli inh → -12
CNc1ccc(-c2cccc(C#N)c2)cn1 in DENV2 CPE rescue → 8

Additional results:
SMILES | DENV2 CPE rescue | SIRT5 block | PAX8 reporter | CASP6 VEID inh | ARNT-TACC3 inh | LGR2 antag | EWS-Fli inh
CO/N=C(\C(=O)N[C@@H]1C(=O)N2C(C(=O)O)=C(COC(N)=O)CS[C@H]12)c1ccco1 | 1 | 0 | -29 | 24 | 1 | 10 | -4
COc1ccc([N+](=O)[O-])cc1NC(=O)Nc1ccc(OC)c(OC)c1 | 1 | 4 | -17 | 1 | 7 | 5 | 16
O=C(NCC[C@H]1CC[C@H](NS(=O)(=O)c2cccc(F)c2)[C@@H](CO)O1)Nc1cc(F)ccc1F | -7 | -1 | -6 | 0 | -36 | 2 | 0
COC(=O)c1ccc(CSc2cc(C)c3cc(C)cc(C)c3n2)o1 | -2 | 1 | 10 | 1 | -6 | -1 | 9
COc1ccc(-c2nnc(SCC(=O)N3CCCC(C)C3)o2)c(OC)c1 (centres undefined) | 0 | 0 | . | 0 | -3 | -4 | -3
O=C(CSc1nccn1Cc1ccco1)Nc1ccccc1C(F)(F)F | 5 | -1 | . | -2 | -1 | 14 | -2
CC1CCN(Cc2nnnn2CCCC(=O)NCCN2CCOCC2)CC1 | 12 | -3 | . | -5 | -6 | 0 | 3
O=C(O)C1Nc2ccc(C(F)(F)F)cc2C2OCCC12 (centres undefined) | . | . | 16 | . | -3 | 4 | 4
CC[C@H](C)[C@H]1CNC(=S)N1CC1CCN(CC)CC1 | -12 | 4 | -16 | -32 | . | 2 | -14
COc1ccc(OCC(=O)Nc2nnc(-c3ccco3)s2)cc1 | . | . | -9 | . | 0 | -4 | .
Cc1ccc(CNC(=O)C2CCC(CNc3c(N4CCOCC4)c(=O)c3=O)CC2)cc1 (centres undefined) | -3 | -2 | 16 | 3 | -7 | -32 | 2
Nc1cc(N)nc(SCC(=O)N2CCN(S(=O)(=O)c3ccccc3)CC2)n1 | -4 | -1 | 12 | 3 | -2 | -3 | -5
C/C(=N\NS(=O)(=O)c1ccc([N+](=O)[O-])cc1)c1c[nH]c2ccccc12 | 5 | 2 | 4 | -1 | 0 | -10 | 10
CC(C)CC#Cc1cnc2c(c1)C(=O)N([C@H](C)CO)C[C@H](C)[C@H](CN(C)C(=O)Nc1cc(F)ccc1F)O2 | ? | 3 | -20 | 1 | 3 | 0 | -8
C[C@@H]1CN([C@@H](C)CO)C(=O)c2cc(NS(=O)(=O)c3ccc(F)cc3)ccc2O[C@@H](C)CCCCO[C@H]1CN(C)S(=O)(=O)c1ccc(Cl)cc1 | -3 | -1 | 50 | -6 | -4 | 7 | 12
O=C(CCCCCCCC(=O)N1CCCCCC1)N1CCCCCC1 | 8 | -1 | 4 | -2 | . | -28 | 9
COc1ccc2c3c(n(C)c2c1)[C@@H](CO)N(C)CC31CCN(C(=O)Nc2cccc(F)c2)CC1 | 13 | -2 | 6 | 1 | . | 3 | 0
CO[C@@H]1CN(C)C(=O)c2ccc(NC(=O)C3CC3)cc2OC[C@@H](C)N(Cc2ccncc2)C[C@H]1C | -4 | -3 | 6 | 2 | -5 | 1 | 2
CCOC(=O)c1nn(-c2ccc(F)cc2)c(=O)cc1OCC(=O)Nc1cccc(C)c1 | -5 | -1 | 11 | 3 | -4 | 6 | -1
O=C(CSc1nnc(CNC(=O)c2ccc(F)cc2)o1)NCc1ccccc1Cl | -4 | -1 | 3 | 0 | 16 | 7 | -6
CCOC(=O)C1=CCN(S(=O)(=O)c2ccccc2Br)C1c1cccc(C)c1 (centres undefined) | 4 | -2 | 8 | 7 | . | 18 | 3
O=C(/C=C/c1cccc([N+](=O)[O-])c1)n1cnc2ccccc21 | 6 | -2 | 19 | 0 | -1 | 24 | 65*
Cc1nnc(SCC(=O)NC2CC2)s1 | 2 | -23 | 4 | 3 | . | 5 | .
CC(=O)Oc1ccc(-c2nc3c(C)cccc3c(=O)o2)cc1 | 0 | 0 | 35 | 0 | -13 | -2 | 1
CC(C)Oc1ccc(CCNC(=O)CC2C(=O)NCCN2C)cc1 (centres undefined) | 3 | -2 | -1 | -7 | 9 | 4 | 10
C[C@@H]1CN([C@@H](C)CO)C(=O)c2cccc(N(C)C)c2O[C@H]1CN(C)C(=O)NC1CCCCC1 | 3 | -2 | -6 | -3 | . | -4 | .
Cc1ccc(C(=O)Oc2ccc(/C=C3\C(=N)N4N=C(N5CCOCC5)SC4=NC3=O)cc2)cc1 | 6 | -1 | -39 | -1 | 56* | -34 | -11
Cc1ccc(-c2ccc([C@@H]3[C@@H](CO)N4C(=O)CN(C(=O)Cc5ccccn5)C[C@H]34)cc2)cc1 | -4 | 0 | -17 | 1 | . | -6 | 0
Cc1ccc(NC(=S)N(CCN(C)C)C(C)c2ccco2)cc1Cl (centres undefined) | ? | -7 | 4 | -5 | 3 | 0 | 11
COC(=O)c1cc(S(=O)(=O)Nc2ccc(C)c(F)c2)c[nH]1 | 0 | . | 4 | 0 | -3 | -3 | -2

One compound at a time, as listed above:
`C[C@H](CO)N1C[C@H](C)[C@@H](CN(C)CC2CCCCC2)Oc2ccc(NC(=O)Cc3ccccc3)cc2C1=O` is listed as DENV2 CPE rescue: -3; SIRT5 block: 11; PAX8 reporter: -3; CASP6 VEID inh: 3; ARNT-TACC3 inh: -4; LGR2 antag: 19; EWS-Fli inh: 6
`CN1CCN(S(=O)(=O)c2ccc(NC(=O)c3csc4ccccc34)cc2)CC1` is listed as DENV2 CPE rescue: -4; SIRT5 block: 0; PAX8 reporter: .; CASP6 VEID inh: -1; ARNT-TACC3 inh: 19; LGR2 antag: -30; EWS-Fli inh: -15
